Screening results deposited in PubChem by Broad Institute.
PAX8 inh HTS – inhibitors of PAX8-driven TPO luciferase reporter, primary screen, RMG-I cells, single concentration; SteadyGlo, 24 h; inhibition, % at 12.6 µM; actives 1.2% (n = 360,000);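 active means mean replicate inhibition at least 60% with every replicate also reaching 60%; inconclusive means only one of the two criteria is met; inactive means mean below 60% and not all replicates reaching 60%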;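 further: luciferase light reporting Pax8 driven TPO promoter activity; plate controls were median of neutral control wells for no effect and mitoxantrone controls for full effect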
ERp5 inh – inhibitors of ERp5-driven insulin aggregation, primary screen, biochemical, turbidity, absorbance 650 nm, single point | Protein disulfide-isomerase A6 (Homo sapiens), Q15084 | inhibition, % at 9.99 µM | actives 0.05% (n = 350,000) | 90 min | AID 651711, 2012;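 active means mean replicate inhibition above about 25%, with every replicate also reaching it, limit read from the data, passing the limit was not always enough; inconclusive means only one of those two criteria met; inactive means neither criterion met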
Target sequence (Q15084 whole entry, looked up): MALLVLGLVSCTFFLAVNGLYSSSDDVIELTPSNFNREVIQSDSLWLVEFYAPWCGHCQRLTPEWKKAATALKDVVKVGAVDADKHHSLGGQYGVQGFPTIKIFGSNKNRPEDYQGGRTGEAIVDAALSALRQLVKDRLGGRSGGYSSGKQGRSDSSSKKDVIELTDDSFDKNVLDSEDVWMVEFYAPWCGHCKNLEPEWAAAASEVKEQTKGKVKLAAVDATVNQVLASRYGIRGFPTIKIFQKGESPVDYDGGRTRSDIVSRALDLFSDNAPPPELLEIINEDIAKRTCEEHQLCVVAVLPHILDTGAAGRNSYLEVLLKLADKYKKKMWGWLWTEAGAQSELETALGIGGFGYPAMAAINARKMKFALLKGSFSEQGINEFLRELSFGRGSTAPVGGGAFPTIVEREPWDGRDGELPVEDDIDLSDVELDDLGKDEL
XiGFP reactiv – activators of inactive X chromosome reactivation, primary screen, imaging, XiGFP fibroblasts, GFP high-content imaging, set 2 | XiGFP mouse fibroblasts, % GFP-positive cells imaging, 3 d; cells co-treated with 5-aza-dC sensitizer; scaled so ellipticine positive control = 100% | activation, % at 7.58 µM | actives 0.055% (n = 360,000) | AID 743238, 2013;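 active means mean normalized replicate activation at least 10% and every replicate at or above 10%; inconclusive means only one of the two criteria met; inactive means mean below 10% and not all replicates reach 10%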;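 further: 0% = median of on-plate neutral control wells and 100% = ellipticine 6 µM median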
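Assay system – SV40-immortalized XiGFP fibroblast cells, line 68-5-11 · Buffer or medium – DMEM supplemented with 5-aza-dC as sensitizing agent · Dosing – one concentration, pinned · Benchmarks – positive control ellipticine, 6 µM final · Times – 3 days compound exposure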
CFTR F508del cor – F508del CFTR correction, initial screen, CFBE line, single point. CFBE cells, YFP halide quenching; stimulated with forskolin plus potentiator P3; % fluorescence drop versus neutral controls. activity (quench increase), % at 7.58 µM. actives 0.36% (n = 350,000);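 active means mean added fluorescence quench of at least 8% versus neutral control, with both replicates also reaching 8%; inconclusive means only one of the mean or replicate conditions met; inactive means mean below 8% and not both replicates reaching 8%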;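 further: cells transiently co-express mutant CFTR-F508del with the halide-sensitive YFP; corrector assay measuring rescue of mutant channel to the surface after 24 h compound exposure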
EWS-Fli inh – EWS/Fli-driven NR0B1 reporter inhibitors, primary screen, A673 cells, NR0B1 luciferase, luminescence, MLPCN library; viability-normalised; inhibition, % at 12.6 µM; actives 0.67% (n = 350,000); AID 651661, 2012;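 active means mean inhibition of at least 50% after viability correction, with every replicate also passing that limit; inconclusive means mean reaches 50% but only one of two replicates passes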;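 further: firefly luciferase signal divided by Alamar Blue viability fluorescence both relative to DMSO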
ARNT-TACC3 inh – disruptors of ARNT/TACC3 protein interaction, primary screen, biochemical, AlphaScreen, single concentration; Transforming acidic coiled-coil-containing protein 3 (Homo sapiens), Q9Y6A5; AlphaScreen His-ARNT PAS-B/GST-TACC3 binding, luminescence; TACC3 fragment carries E629A point mutation; inhibition, % at 9.99 µM; actives 0.66% (n = 390,000);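 active means mean inhibition of replicates at least 50% and at least half of replicates each reaching 50%; inconclusive means half or more replicates reach 50% but mean below 50%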;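 further: 0% = complete ARNT plus TACC3 wells and 100% = ARNT alone without TACC3; many hits fall short of the cut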
DENV2 CPE – inhibitors of DENV2 cytopathic effect, primary screen, cell-based, plate reader, single concentration. AID 651640, 2012. CPE inhibition, % at 9.99 µM. DENV2-infected cells, cytopathic effect rescue. actives 1.7% (n = 350,000); in the data active means CPE inhibition above about 20%, passing the limit was not always enough; inconclusive means no clear call, values can overlap the other calls; tested in BHK-21 cells;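 further: 0% = median of neutral control wells and 100% = median of positive control wells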
GSIS activator – GLuc luminescence reporter in INS-1E cells, primary screen for activators of glucose-dependent secretion of insulin; INS-1E GLuc reporter insulin secretion, 2-3 h; AID 743287, 2014; activation, % at 16.6 µM; actives 0.61% (n = 370,000);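 active means lowest replicate activation of at least 40%, so every replicate reaches that level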;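 further: 0% = median of neutral control wells and 100% = median of IBMX positive control wells; some compounds called inactive have numbers as strong as hits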
Active calls of the source: *; u = inconclusive; x = no result given; & = joins results of further samples. Hits appear at their usual frequency; any-hit rate near 4.2%.

item	molecule	PAX8 inh HTS	ERp5 inh	XiGFP reactiv	CFTR F508del cor
1	C[C@@H]1CN([C@@H](C)CO)C(=O)c2cc(NS(=O)(=O)c3ccccc3)ccc2O[C@@H]1CN(C)C(=O)NC1CCCCC1	-10	-5	-0.1	2.7
2	Cc1ccc(CSc2[nH]c(=O)ncc2C)cc1	1	-3	0.0	1.9
3	O=C(NNC(=O)c1cccs1)c1ccc(Cl)c(Cl)c1	-156	-1	-0.1	x
4	CO[C@@H](CN(C)S(=O)(=O)c1ccc(C)cc1)[C@H](C)CN(C(=O)Nc1ccccc1F)[C@@H](C)CO	x	0	0.2	-0.6
5	O=C(Cn1cc2c(n1)CCCC2)Nc1ccccc1Cl	-8	-3	0.3	-2.5
6	Cc1ccc2c(c1)c(N=NC(N)=S)c(O)n2Cc1ccccc1	-18	-2	0.0	1.9
7	CCc1ccccc1SCc1noc(C(=O)NCC2CCCO2)c1C(=O)O (stereo not drawn)	-15	-3	0.1	0.8
8	COc1cc(C)ccc1OCc1cc(C(=O)N2CCN(C3CCCCC3)CC2)no1	-99	-2	0.0	5.0
9	CCOC(=O)c1sc2nc3c(SCC(=O)O)cc(C(=O)c4cc(F)ccc4O)cn3c(=O)c2c1C	-7	-4	0.0	0.7
10	COC(=O)[C@]12C[C@H](CC(=O)N3CCN(C(=O)c4ccco4)CC3)C(=O)N(Cc3ccccc3)C1=C[C@H](C(C)C)O[C@@H]2C1CC1	58	-1	0.0	-2.0
11	N#C[C@@H]1[C@H](c2ccc(C#CC3CCCC3)cc2)[C@H](CO)N1C(=O)Nc1ccc(F)cc1	85*	-2	0.2	1.4
12	O=C(NCc1ccccc1Cl)c1ccc(-c2ccccc2)cc1	-20	-3	0.1	x

item	EWS-Fli inh	ARNT-TACC3 inh	DENV2 CPE	GSIS activator
1	3	-3	7	7
2	x	-1	1	-9
3	-17	x	2	-7
4	-17	-3	u	-2
5	-2	3	-4	1
6	44	-12	-16	5
7	-2	-1	x	x
8	-80	9	-2	11
9	2	-8	-15	x
10	-3	x	-7	x
11	-1	12	-12	-38
12	4	-6	0	x

More results:
item	molecule	PAX8 inh HTS	ERp5 inh	XiGFP reactiv	CFTR F508del cor
13	C[C@H]1CN([C@@H](C)CO)C(=O)Cc2cc(NS(=O)(=O)c3ccc(Cl)cc3)ccc2O[C@H]1CN(C)C(=O)NC1CCCCC1	6	6	-0.9	-0.1
14	CC(OC(=O)C1=COCCO1)C(=O)NC1(C#N)CCCCC1 (stereo not drawn)	-7	-2	0.2	2.4
15	CSc1nc(C)c2c(n1)N(c1ccc(O)cc1)CC2	24	1	0.3	-1.5
16	COc1ccc(OCc2nc(C#N)c(N3CCN(c4ccc(OC)cc4)CC3)o2)cc1	-25	2	0.0	2.6
17	CC(=O)Nc1cccc(-c2ccnc3c2CC(C(=O)NCc2ccc(N(C)C)cc2)O3)c1 (stereo not drawn)	27	3	0.3	0.6
18	C/C(=N/NC(=O)CNC(=O)C1COc2ccccc2O1)c1ccc2c(c1)OCCO2 (stereo not drawn)	-8	5	0.0	-4.1
19	CCOC(=O)C1(Cc2cccc(OC)c2)CCN(Cc2ccc(C)s2)CC1	15	0	0.1	x
20	Cc1ccc2c(c1)c(CC(=O)Nc1ccc(C)c(F)c1)c(C(=O)O)n2C	x	-64	x	-2.4
21	C[C@H]1CN([C@@H](C)CO)C(=O)c2c(c3ccccc3n2C)-c2ccccc2CO[C@H]1CN(C)Cc1cccc2c1OCCCO2	2	3	0.4	2.5
22	COc1cc(C(=O)NNC(=O)c2cc(-c3ccccc3)n[nH]2)cc(OC)c1C	6	2	0.1	-3.4
23	COc1cc(CNC(=O)c2cc(-c3cc(Cl)ccc3C)n[nH]2)cc(OC)c1	-9	3	1.4	-1.7
24	COc1ccc(N/N=C(\C#N)C(=N)N2CCCCC2)cc1	-80	1	0.2	-0.6

item	EWS-Fli inh	ARNT-TACC3 inh	DENV2 CPE	GSIS activator
13	-186	-16	32*	-10
14	-3	-9	13	5
15	-7	3	6	5
16	-2	1	-1	x
17	4	x	4	1
18	-7	x	2	5
19	8	2	14	-5
20	-2	-3	13	-7
21	-3	x	-1	-2
22	5	1	-2	-14
23	-2	x	15	-23
24	-70	1	-2	6

(cont.)
item	molecule	PAX8 inh HTS	ERp5 inh	XiGFP reactiv	CFTR F508del cor
25	O=C(Nc1ccc(F)c([N+](=O)[O-])c1)c1ccc2c(c1)OCCO2	-131	-7	0.1	-2.3
26	Cc1ccc2oc(=O)cc(CN3CC(C)OC(C)C3)c2c1 (stereo not drawn)	-19	1	0.2	-1.1
27	CCOC(=O)c1ccc(NNC(=O)CC)c([N+](=O)[O-])c1	4	-2	0.2	0.0
28	CCC(=O)N[C@@H]1C=C[C@@H](CC(=O)NCc2ccccc2F)O[C@@H]1CO	2&-11	-1&3	-0.1&-0.1	3.8&0.7
29	O=C(NNC(=O)c1ccccc1OCc1ccccc1Cl)c1csc(N2CCOCC2)n1	-2	4	0.1	-1.8
30	COc1ccccc1Cc1c(-c2ccco2)nc2ccc(C)cn12	-44	-1	-0.2	1.9
31	COC(=O)c1ccccc1NC(=O)Nc1nnc(N2CCC(C)CC2)s1	4	2	-0.2	3.0
32	N#CC1CC(c2ccccc2)Nc2cc(Cl)ccc2N1 (stereo not drawn)	-128	0	0.2	-0.3
33	Cc1ccc(NC(=O)Nc2ccc(S(N)(=O)=O)cc2)cc1	-23	2	0.0	u
34	CCCNC(=O)N1[C@@H](CO)[C@@H](c2ccccc2)[C@@H]1CNC(=O)c1cccc(F)c1	-61	-14	0.1	0.6
35	CCOC(=O)c1cnn(-c2ccccc2)c1-n1cccc1C(=O)C(=O)N(CC)CC	3	u	-0.1	4.0
36	Cc1ccc(S(=O)(=O)N[C@H]2C=C[C@@H](CC(=O)NCc3ccccc3F)O[C@H]2CO)cc1	7	-2	-0.1	1.2

item	EWS-Fli inh	ARNT-TACC3 inh	DENV2 CPE	GSIS activator
25	-78	-2	-2	-9
26	x	2	14	13
27	-6	-4	4	-2
28	7&-5	-20	2&-5	10&13
29	-2	-1	-2	9
30	-35	x	5	-15
31	-12	15	4	-1
32	-60	-4	-6	2
33	-29	-6	-2	7
34	7	-24	-6	-14
35	-3	-6	-2	8
36	3	-1	0	3

Reformatted with values under each structure: part of the list above
Every second line gives: PAX8 inh HTS	ERp5 inh	XiGFP reactiv	CFTR F508del cor	EWS-Fli inh	ARNT-TACC3 inh	DENV2 CPE	GSIS activator
29: O=C(NNC(=O)c1ccccc1OCc1ccccc1Cl)c1csc(N2CCOCC2)n1
    -2	4	0.1	-1.8	-2	-1	-2	9
30: COc1ccccc1Cc1c(-c2ccco2)nc2ccc(C)cn12
    -44	-1	-0.2	1.9	-35	x	5	-15
31: COC(=O)c1ccccc1NC(=O)Nc1nnc(N2CCC(C)CC2)s1
    4	2	-0.2	3.0	-12	15	4	-1
32: N#CC1CC(c2ccccc2)Nc2cc(Cl)ccc2N1 (stereo not drawn)
    -128	0	0.2	-0.3	-60	-4	-6	2
33: Cc1ccc(NC(=O)Nc2ccc(S(N)(=O)=O)cc2)cc1
    -23	2	0.0	u	-29	-6	-2	7
34: CCCNC(=O)N1[C@@H](CO)[C@@H](c2ccccc2)[C@@H]1CNC(=O)c1cccc(F)c1
    -61	-14	0.1	0.6	7	-24	-6	-14
35: CCOC(=O)c1cnn(-c2ccccc2)c1-n1cccc1C(=O)C(=O)N(CC)CC
    3	u	-0.1	4.0	-3	-6	-2	8
36: Cc1ccc(S(=O)(=O)N[C@H]2C=C[C@@H](CC(=O)NCc3ccccc3F)O[C@H]2CO)cc1
    7	-2	-0.1	1.2	3	-1	0	3

Next part.
item	molecule	PAX8 inh HTS	ERp5 inh	XiGFP reactiv	CFTR F508del cor
37	CCN(C[C@H]1N[C@@](CC)(C(=O)OC)[C@H]2C(=O)N(C)C(=O)[C@@H]12)C(=O)COc1ccccc1	4	1	-0.1	-2.4
38	Cc1noc(C)c1S(=O)(=O)Nc1ccc2c(c1)C(=O)N([C@H](C)CO)C[C@@H](C)[C@@H](CN(C)C(=O)c1ccncc1)OCCCC[C@@H](C)O2	12	-2	0.0	0.7
39	COc1ccc(OC)c(Nc2ccc(C(=O)O)cc2[N+](=O)[O-])c1	4	-1	0.0	x
40	COc1cccc(NS(=O)(=O)c2ccc(C)c(C(=O)N3CCCCC3)c2)c1	x	3	0.0	1.4
41	c1ccc(Nc2cccc3ccccc23)cc1	x	0	x	1.0
42	O=C(OCC(=O)N1CCN(c2ccccc2)CC1)c1ccccc1[N+](=O)[O-]	-188	11	0.0	1.4
43	CCOCC(=O)N1CCN(Cc2ccc3c(c2)OCO3)CC1	-34	3	0.3	6.1
44	C[C@H]1CN([C@@H](C)CO)C(=O)c2cc(C3=CCCCC3)cnc2O[C@@H]1CN(C)C(=O)Nc1ccc(F)cc1	7	-1	0.3	-3.3
45	Cc1nc2c(Cl)c(C)nn2c2c1CCC2	2	4	0.4	2.8
46	Cc1ccc(S(=O)(=O)N[C@@H]2CC[C@H](CCn3cc(C4CC4)nn3)O[C@H]2CO)cc1	3	-6	-0.1	0.3
47	CN(Cc1cccc(C(F)(F)F)c1)C(=O)[C@H]1O[C@@H](n2ccc(N)nc2=O)[C@H](O)[C@@H]1O	-24	1	0.0	-3.8
48	COc1ccc(OC)c(S(=O)(=O)n2ccnc2C(C)C)c1	5	3	0.0	2.4

item	EWS-Fli inh	ARNT-TACC3 inh	DENV2 CPE	GSIS activator
37	5	-6	7	-3
38	-12	-3	-2	-5
39	-6	6	2	-31
40	4	17	-6	-1
41	-13	-2	-10	-3
42	-103	6	1	3
43	-3	-11	2	10
44	-6	-3	-2	-16
45	8	-6	-4	4
46	3	8	-1	1
47	11	x	-16	21
48	6	-17	0	-3

More records:
item	molecule	PAX8 inh HTS	ERp5 inh	XiGFP reactiv	CFTR F508del cor
49	CC(=C/c1ccccc1)/C=N/NC(=O)c1cc(C)oc1C	33	8	0.1	-2.6
50	CCCCCC(=O)N1CCN(CCN=CC2=C(O)CC(c3cccs3)CC2=O)CC1 (stereo not drawn)	-9	7	0.2	-1.1
51	CCOC1=C2[C@@H](CN(S(=O)(=O)c3ccccc3C)[C@H]2c2ccc(Cl)cc2)[C@H]2C(=O)NC(=O)[C@H]2C1	0	1	0.0	2.7
52	COc1ccccc1/C=C/C(=O)OC(C)CN1CCCCC1 (stereo not drawn)	1	3	0.0	1.4
53	Cc1ccc(C)c(N2CCN(C(=O)c3csc4ccccc34)CC2)c1	10	x	0.0	x

item	EWS-Fli inh	ARNT-TACC3 inh	DENV2 CPE	GSIS activator
49	-92	-3	1	14
50	4	2&-5	-3	-9&0
51	11	x	13	-7
52	12	-5	3	24
53	x	-3	x	-17
